HT1080 IDH1KD tx: toxicity to HT-1080 IDH1 knockdown cells (counter line); HT-1080 IDH1 knockdown viability, ATP luminescence, 48 h; Potency, µM (doses to about 46.1 µM), for inactives: at the highest dose activity, negative = toxicity, hits mostly cytotoxic; 360,000 compounds, 2% hits;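 note: potency is the fitted concentration of half-maximal effect; 0% = DMSO wells and -100% = cell-free medium wells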
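Viability of IDH1-knockdown HT-1080 fibrosarcoma cells was assessed by CellTiter-Glo after 48 h at 37 °C with titrated compound; concentration-effect curves were classified by fit quality and response size.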
MCF10A rerep: inducers of DNA re-replication in MCF 10A breast cells; MCF 10A DNA re-replication, Hoechst nuclear intensity, 48 h; Potency, µM (series often up to 46.1 µM), inactives show at the top dose activity, positive = re-replication, hits mostly activators; 350,000 compounds, 2.9% hits; note: potency is the fitted concentration of half-maximal effect; % of control where 0% means no effect; nearly all actives have a fitted effect of over 50% in size
HEK293 tox: cytotoxic in the GLP-1 receptor inverse agonist counter-screen | HEK293 cAMP-luciferase reporter cells, luminescence, 24 h | Potency, µM (highest dose often 38.3 µM), for the others: at the highest dose activity change, negative = inhibition, most hits filed as inhibitors | 410,000 compounds, 0.13% hits | AID 624418;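 note: loss of luciferase light is scored as toxicity; potency is the fitted concentration of half-maximal effect; % is set by controls: 0 for no effect and ±100 for the full control effect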
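Seeding density was 200 cells/uL; after overnight-length (12 h) culture, 23 nL compounds went on for 24 h at 37 °C. Readout used a luciferase detection reagent, luminescence taken after 12 min at room temperature.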
KB-3-1 cytotox: kills parental KB-3-1 adenocarcinoma cells | AID 1347075 | Potency, µM (top dose mostly 46.1 µM), inactives show top-dose activity change, negative = cytotoxic, usual class: cytotoxic | 400,000 compounds, 1.4% hits | KB-3-1 viability, CellTiter-Glo ATP luminescence, 72 h; note: potency is the fitted concentration of half-maximal effect; % is set by controls: 0 for no effect and ±100 for the full control effect; nearly all actives have a fitted effect of over 60% in size
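Screening of KB-3-1 cells (DMEM, 10% FBS, phenol-red free) ran from lowest to highest compound concentration; after 72 h at 37 °C viability was read luminescently and curves fitted.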
SW480 rereplic: inducers of DNA re-replication in SW480 colon cancer cells | SW480 DNA re-replication, Hoechst DNA content imaging, 48 h | Potency, µM (series often up to 46.1 µM), inactives show at the top dose re-replication activation, most hits filed as activators | 340,000 compounds, 1.8% hits; note: potency is the fitted concentration of half-maximal effect; % of control where 0% means no effect; nearly all actives have a fitted effect of over 55% in size
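SW480 cells exposed to compounds for 48 hr at 37 C, 5% CO2, then Hoechst-stained 40 min. Nuclear DNA content imaged by fluorescence scanning (405 nm excitation, 500-530 nm emission); re-replication scored as increased high-intensity nuclei.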
KB-V1 cytotox: kills drug-selected multidrug resistant KB-V1 cells; KB-V1 MDR cells viability, CellTiter-Glo, 72 h; 400,000 compounds, 3.4% hits; Potency, µM (top dose mostly 46.1 µM), without a hit: at the top dose activity change, negative = cytotoxicity, actives largely listed as cytotoxic; AID 1347076; note: potency is the fitted concentration of half-maximal effect; % is set by controls: 0 for no effect and ±100 for the full control effect; nearly all actives have a fitted effect of over 60% in size
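Following 72 h at 37 degrees C with compound, KB-V1 cell viability was read by CellTiter-Glo luminescence, medium being phenol-red-free DMEM plus 10% FBS; concentration-response parameters came from normalized, curve-fitted qHTS data.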
DRD3 agonist: D3 dopamine receptor (human) agonism; P35462; AID 652048; 410,000 compounds, 0.58% hits; D3R DiscoveRx beta-arrestin cells, luminescence, 90 min; max activation, %; in the data active = max activation above about 30%; note: 0% is about no effect; mostly tested at two doses, the higher about 12 µM
Target sequence (P35462 whole entry, looked up): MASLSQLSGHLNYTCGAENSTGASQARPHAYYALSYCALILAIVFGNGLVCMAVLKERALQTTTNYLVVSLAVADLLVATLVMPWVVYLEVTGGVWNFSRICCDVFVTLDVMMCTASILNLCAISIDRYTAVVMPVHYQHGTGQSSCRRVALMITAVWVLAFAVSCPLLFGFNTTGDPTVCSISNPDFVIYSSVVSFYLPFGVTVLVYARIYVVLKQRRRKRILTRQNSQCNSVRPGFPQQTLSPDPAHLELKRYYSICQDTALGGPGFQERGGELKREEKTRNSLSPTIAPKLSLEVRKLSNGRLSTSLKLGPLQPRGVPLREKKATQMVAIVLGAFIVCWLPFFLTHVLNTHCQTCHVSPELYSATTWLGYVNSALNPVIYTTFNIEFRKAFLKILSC
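Cells at 1500/well, incubated overnight, then treated with pinned compounds (dopamine as control) for 90 min at 37 degrees C. DiscoveRx reagent added for 30 - 60 minutes at room temperature; luminescence read.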
HT1080NT lethal: kills 2HG-producing HT-1080-NT fibrosarcoma cells; HT-1080-NT fibrosarcoma viability, CellTiter-Glo ATP luminescence, 48 h; Potency, µM (doses to about 46.1 µM), for the others: at the highest dose activity, negative = less viability, actives largely listed as cytotoxic; 360,000 compounds, 1.6% hits; AID 686970;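 note: NT is the 2HG producing partner of a matched IDH1 knockdown line; potency is the fitted concentration of half-maximal effect; 0% = DMSO-treated cells and -100% = media-only wells without cells; nearly all actives have a fitted effect of over 55% in size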
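Viability by CellTiter-Glo luminescence after 48 h compound exposure at 37C of HT-1080-NT cells (750/well, RPMI, 5% FBS). % activity scaled between DMSO wells and medium-only wells, then curve-fitted and categorized by curve class.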
IL-1B inflam inh: inhibitors of inflammasome signaling (IL-1 beta secretion) | THP-1 LPS/ATP IL-1B secretion, AlphaLISA, 16 h; stronger effect = lower value | 360,000 compounds, 4.7% hits | AID 743279 | activity change, % at 57.5 µM; in the data active = activity change below about -50%; inconclusive = mostly about -30% to -49%; note: % is set by controls: 0 for no effect and ±100 for the full control effect
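Secreted IL-1B measured by AlphaLISA bead assay after 16 h compound exposure of THP-1 cells; compounds (final up to 57.5 uM) added 1 h before LPS (250 ng/mL) and ATP (1.25 mM) stimulation; lower signal means less secretion.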
* hit, by the source's call; u = inconclusive; x = not tested or not shown; [ ] = another dose, or the depositor's remark. Unless noted, calls come from the whole dose curve; as a rule, active = well fitted curve in the direction sought with a large enough effect; inconclusive = small, poorly fitted or top-dose-only effect, or another doubt; inactive = no such curve, though single readings can be large; an effect the other way counts as inactive or inconclusive.

SMILES	HT1080 IDH1KD tx	MCF10A rerep	HEK293 tox	KB-3-1 cytotox	SW480 rereplic	KB-V1 cytotox	DRD3 agonist	HT1080NT lethal	IL-1B inflam inh
NS(=O)(=O)c1cccc(NS(=O)(=O)c2ccc(/C=C/C(=O)OCC(=O)c3ccc(Br)cc3)cc2)c1	9.0%	15.5%	9.5%	1.7%	9.3%	-0.6%	2.2	11.1%	2.3
COc1ccc(C(=O)C2CCCN(Cc3cccn3-c3nccs3)C2)cc1F (stereo not drawn)	u	-0.8%	u	u	18.6%	-52.0%	-18.1	u	-83.8*
COc1ccccc1C(=O)COC(=O)c1nc2nc(C)cc(C)n2n1	0.8%	0.6%	11.2%	10.7%	-2.0%	1.8%	-6.4	2.8%	-1.1
Cc1csc(NC(=O)CCNC(=O)c2ccccc2Cl)n1	10.2%	-48.4%[inhibitor]	10.4%	6.0%	-85.3%[inhibitor]	-9.2%	-1.3	10.4%	0.3
CC(=O)OCC1OC(n2ccc3ccccc32)C(OC(C)=O)C(OC(C)=O)C1OC(C)=O (stereo not drawn)	21.7%	u	-1.6%	0.0%	-35.0%[inhibitor]	0.9%	1.8	17.8%	0.8
CCCNC(=O)Cn1cnc2sc(C(=O)N3CCN(c4ccc(F)cc4)CC3)c(C)c2c1=O	9.6%	-2.3%	3.0%	18.4%	-3.7%	8.4%	5.3	7.5%	-6.1
O=C1COc2ccc(S(=O)(=O)N3CCc4ccccc43)cc2N1	-2.6%	0.9%	3.0%	-6.1%	-1.4%	u	5.0	-18.5%	2.2
O=C(NCC1CCCO1)c1ccc(COc2ccc(Br)cc2)cc1 (stereo not drawn)	-27.9%	29.8%	16.6%	-20.8%	u	u	-24.3	u	u
CC12CCC(c3c(C(=O)Nc4nccs4)nn(-c4ccccc4)c31)C2(C)C (stereo not drawn)	14.1µM*	-5.0%	27.1%	-15.7%	17.8%	-40.3%	-15.8	u	-21.1
O=C(c1ccc(-c2ccccc2)cc1)N1CCN(C(=O)c2ccco2)CC1	-6.8%	2.3%	-3.4%	-5.6%	-0.7%	u	2.9	-11.8%	-16.8
COc1ccc(-c2csc3ncnc(Nc4ccc(OC)c(OC)c4)c23)cc1	x	x	-7.8%	-10.5%	x	u	5.3	x	x
COc1cc(C=O)c(Br)cc1OC1CCCC1	-0.6%	-3.0%	-20.7%	16.6%	-4.9%[9.22 µM]	2.5%	-2.6	-3.3%	0.0
O=C(NCc1cccnc1)C1c2ccccc2C(=O)N1Cc1ccco1 (stereo not drawn)	9.6%	5.7%	14.5%	0.3%	-15.7%	8.3%	-7.1	6.1%	-0.9
N#CCCN(C(=O)Nc1ccc(Cl)c(Cl)c1)c1ccccc1	-8.8%	2.1%	6.4%	-5.5%	-691.2%[inhibitor]	u	-4.0	1.4%	5.1
COC(=O)c1cc(C(=O)Nc2ccc(S(N)(=O)=O)cc2)cc([N+](=O)[O-])c1	1.9%	-14.3%	-9.1%	9.5%	-49.4%[inhibitor][1.84 µM]	u	-1.6	2.4%	-2.1
O=C(CN1C(=O)NC2(CCCCC2)C1=O)Nc1nc2c(F)cc(F)cc2s1	-1.6%	14.9%	2.5%	-2.8%	-2.5%	-21.4%	-0.1	0.4%	-16.6
CCOC(=O)c1cccc(NC(=O)CCc2c(C)nc3ncnn3c2C)c1	-9.0%	-181.1%[0.0737 µM]	3.9%	19.8%	-3.6%	-2.9%	2.6	-0.2%	0.0
CCN1CCN(S(=O)(=O)c2ccc(S(=O)(=O)N(CC)Cc3ccccc3)cc2)CC1	-1.4%	1.84µM*	11.4%	-1.5%	11.6µM*	u	-8.3	6.4%	-10.9
O=C(c1cccs1)N1CCC(C(=O)N2CCN(Cc3ccc4c(c3)OCO4)CC2)CC1	14.0%	u	0.2%	-1.3%	-26.2%	u	3.1	u	0.0
CC(C)(C)C(=O)N1CCC(O)(CS(=O)(=O)Cc2ccc(Cl)cc2)CC1	-10.6%	0.2%	-0.2%	-6.5%	-1.9%	-6.4%	-6.1	1.2%	0.0
C=CCn1c[n+](CC(=O)c2ccc(Br)s2)c2ccccc21	-8.6%	5.5%	-19.6%	-19.2%	-9.4%	10.2%	-11.2	-21.0%	-65.4*
CCCn1c(SCC(=O)c2ccc3c(c2)OCCO3)nnc1C(C)C	-28.6%	u	-20.7%	u	u	-3.1%	0.5	-1.3%	5.4
CCc1nc2c(OCc3ccc(C(=O)OC)cc3)cccn2c1N(C)C(=O)CC(C)C	5.8%	x	3.7%	-0.2%	x	-1.3%	-19.9	2.3%	2.1
Cc1ccc(Cl)cc1NC(=O)CN1C(=O)c2cccc3cccc1c23	x	x	21.4%	-1.1%	x	-18.5%	-1.7	x	x
CC(NC(=O)Cc1cccs1)c1ccccc1 (stereo not drawn)	4.2%	-3.2%	10.4%	18.5%	-3.2%	-1.5%	-2.1	11.5%	5.4
O=C(NCc1ccncc1)C12CC3CC(CC(Cl)(C3)C1)C2	13.8%	u	6.8%	-1.9%	-0.7%	-13.1%	-7.2	8.0%	5.1
O=C(Cn1c(C(F)(F)F)nc2ccccc21)NCCCN1CCOCC1	2.6%	0.1%	-6.1%	-1.9%	-14.6%	11.5%	0.6	5.0%	u
c1csc(-c2nc3ccccc3[nH]2)c1	6.3%	-24.1%	-7.9%	8.9%	1.2%	3.6%	-1.2	4.4%	-1.1
O=S(=O)(c1ccccc1Cl)N1CCCC1c1nc(-c2cccc(Cl)c2)no1 (stereo not drawn)	-14.3%	8.5%	14.4%	-18.8%	-3.5%	u	2.2	-13.4%	12.8
CCCc1ccc(OCC(O)CN2CCN(c3ccccn3)CC2)cc1 (stereo not drawn)	-4.2%	18.8%	-21.5%	13.4%	24.3%	-5.0%	62.4*	-0.9%	-23.6

Next section (seven carried over from the part before).
SMILES	HT1080 IDH1KD tx	MCF10A rerep	HEK293 tox	KB-3-1 cytotox	SW480 rereplic	KB-V1 cytotox	DRD3 agonist	HT1080NT lethal	IL-1B inflam inh
Cc1ccc(Cl)cc1NC(=O)CN1C(=O)c2cccc3cccc1c23	x	x	21.4%	-1.1%	x	-18.5%	-1.7	x	x
CC(NC(=O)Cc1cccs1)c1ccccc1 (stereo not drawn)	4.2%	-3.2%	10.4%	18.5%	-3.2%	-1.5%	-2.1	11.5%	5.4
O=C(NCc1ccncc1)C12CC3CC(CC(Cl)(C3)C1)C2	13.8%	u	6.8%	-1.9%	-0.7%	-13.1%	-7.2	8.0%	5.1
O=C(Cn1c(C(F)(F)F)nc2ccccc21)NCCCN1CCOCC1	2.6%	0.1%	-6.1%	-1.9%	-14.6%	11.5%	0.6	5.0%	u
c1csc(-c2nc3ccccc3[nH]2)c1	6.3%	-24.1%	-7.9%	8.9%	1.2%	3.6%	-1.2	4.4%	-1.1
O=S(=O)(c1ccccc1Cl)N1CCCC1c1nc(-c2cccc(Cl)c2)no1 (stereo not drawn)	-14.3%	8.5%	14.4%	-18.8%	-3.5%	u	2.2	-13.4%	12.8
CCCc1ccc(OCC(O)CN2CCN(c3ccccn3)CC2)cc1 (stereo not drawn)	-4.2%	18.8%	-21.5%	13.4%	24.3%	-5.0%	62.4*	-0.9%	-23.6
C=CCN1C(=O)/C(=C/C=C2/N(CC)c3ccc(S(=O)(=O)N(C)C)cc3N2CC)SC1=S	-13.1%	u	-19.8%	-14.1%	-93.7%[inhibitor]	-19.2%	1.4	-4.5%	13.2
COC(=O)c1sccc1NC(=O)c1ccc(C)o1	3.9%	-5.1%	3.4%	-11.2%	-3.6%	-2.7%	0.6	4.1%	17.0
O=C(Nc1nnc(CSCc2ccc(Cl)cc2)s1)c1cccc([N+](=O)[O-])c1	5.6%	25.6%	-5.1%	-2.0%	-1.1%	-3.3%	9.5	2.6%	7.1
CC(=O)C1=C(O)C(=O)N(CC#N)C1c1cccs1 (stereo not drawn)	6.1%	-9.8%	-1.1%	-0.5%	-4.0%	1.3%	-0.2	10.1%	18.8
CCCc1[nH]nc2c1C(/C(C)=C/c1ccccc1)C(C#N)=C(N)O2 (stereo not drawn)	-0.2%[9.24 µM]	2.3%	-5.1%	6.5%	-2.9%	15.1%	1.9	u	-93.5*
COC1CCCCC1Nc1cc(C)cc(C)c1 (stereo not drawn)	u	18.7%	7.7%	-4.5%	6.1%	-5.4%	1.2	-1.0%	14.8
O=C(Cn1cnc2c(nc3n2CCCCC3)c1=O)Nc1ccc(F)cc1	x	x	0.8%	4.0%	x	5.0%	-9.4	x	x
CC(=O)c1ccc(-n2nnnc2SCC(=O)N2CCN(C(=O)c3ccco3)CC2)cc1	-9.1%	0.6%	15.2%	2.7%	-5.6%	6.5%	6.0	1.4%	24.1
CCC(C)NC(=O)CC1Oc2ccc(Cl)cc2NC1=O (stereo not drawn)	-0.1%	1.8%	2.7%	u	-1.2%	-16.5%	-8.5	2.3%	0.0
C/C(CCc1oc2c(Br)cc(Br)cc2c1-c1ccc(C)o1)=N\O	-28.6%	30.8%	0.6%	-16.7%	28.6%	-6.6%	-11.1	-17.7%	10.7
CCN(CC)S(=O)(=O)c1ccc(NC(=O)CNC2CCCCC2)cc1	-0.5%	u	1.7%	-19.5%	5.0%	-17.8%	-1.6	-2.9%	-7.9

Compound activity deposited in PubChem BioAssay by National Center for Advancing Translational Sciences (NCATS).
